Bioassay records from PubChem.
SMARCA2 act – SMARCA2 (BRM) function activators, primary screen, cell-based, luminescence, high throughput; 1% of 370,000 active; activation, % at 9.1 µM; AID 652017, 2013; MG213 cells, MMTV-luciferase reporter, dexamethasone, overnight; in the data active = activation above about 7.8%;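 note: 0% = vehicle wells and 100% = reference activator wells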
DAX1 inh-1 – DAX1 (NR0B1) inhibitors, primary screen, cell-based, HEK293, Gal4-DAX1, luciferase luminescence | HEK293 Gal4-DAX1 luciferase reporter | inhibition, % at 6.75 µM | 0.99% of 340,000 active | AID 504766, 2011;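 active = inhibition above the mean over all tested compounds plus 3 SD, cut at about 4.2% in these data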;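 note: 0% = DAX1-transfected cells with DMSO and 100% = empty-vector control cells with DMSO; inhibition shows as a rise in luminescence from relieved DAX1 repression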
Target sequence (P51843 207-470 limits assumed): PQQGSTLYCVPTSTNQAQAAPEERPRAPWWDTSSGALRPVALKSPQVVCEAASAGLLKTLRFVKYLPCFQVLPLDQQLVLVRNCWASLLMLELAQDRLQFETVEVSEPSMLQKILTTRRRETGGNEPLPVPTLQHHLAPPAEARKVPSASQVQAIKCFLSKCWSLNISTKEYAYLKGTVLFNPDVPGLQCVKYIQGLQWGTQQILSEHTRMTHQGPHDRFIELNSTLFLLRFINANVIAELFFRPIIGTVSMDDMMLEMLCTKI
PG9 binder – binders of HIV-1 gp120 antibody PG9, primary screen, biochemical, TR-FRET | HIV-1 gp120 / PG9 antibody interaction | TR-FRET gp120-PG9 antibody binding | inhibition, % at 6.7 µM | 0.43% of 360,000 active; in the data active = inhibition above about 8.5%
PLC-beta3 inh – human PLC-beta3 inhibitors, primary screen, biochemical, fluorescence. 1-phosphatidylinositol 4,5-bisphosphate phosphodiesterase beta-3 (Homo sapiens), Q01970. Purified PLC-beta3, fluorogenic substrate. inhibition, % at 12.2 µM. 0.18% of 370,000 active; in the data active = inhibition above about 11%;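 note: 0% = median of compound wells on plate and 100% = full blocker control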
hcDAF12 agonist – H. contortus DAF-12 nuclear receptor activators, primary screen, cell-based, luminescence, HEK293, lit1-tk-luc reporter | HEK293 hcDAF-12 lit1-tk-luc reporter; 0% DMSO, 100% Δ7-dafachronic acid | activation, % at 6.8 µM | 1.4% of 370,000 active;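 active = activation above the mean of all tested compounds plus 3 SD, cut at about 5.5% in these data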;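 note: 100% = response to 3 µM Δ7-dafachronic acid high control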
sPLA2-III inh – human group III sPLA2 inhibitors, primary screen, biochemical, QFRET, BODIPY PC-A2 liposome substrate. Group 3 secretory phospholipase A2 (Homo sapiens), Q9NZ20. QFRET BODIPY PC-A2 liposome hydrolysis, fluorescence. inhibition, % at 12.2 µM. 0.56% of 370,000 active. AID 743126, 2013;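 active = inhibition above mean plus 3 SD of compounds lying within the high and low control bounds, cut at about 19% in these data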;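 note: 0% = median of test compound wells and 100% = no enzyme DMSO wells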
Target sequence (Q9NZ20 whole entry, looked up): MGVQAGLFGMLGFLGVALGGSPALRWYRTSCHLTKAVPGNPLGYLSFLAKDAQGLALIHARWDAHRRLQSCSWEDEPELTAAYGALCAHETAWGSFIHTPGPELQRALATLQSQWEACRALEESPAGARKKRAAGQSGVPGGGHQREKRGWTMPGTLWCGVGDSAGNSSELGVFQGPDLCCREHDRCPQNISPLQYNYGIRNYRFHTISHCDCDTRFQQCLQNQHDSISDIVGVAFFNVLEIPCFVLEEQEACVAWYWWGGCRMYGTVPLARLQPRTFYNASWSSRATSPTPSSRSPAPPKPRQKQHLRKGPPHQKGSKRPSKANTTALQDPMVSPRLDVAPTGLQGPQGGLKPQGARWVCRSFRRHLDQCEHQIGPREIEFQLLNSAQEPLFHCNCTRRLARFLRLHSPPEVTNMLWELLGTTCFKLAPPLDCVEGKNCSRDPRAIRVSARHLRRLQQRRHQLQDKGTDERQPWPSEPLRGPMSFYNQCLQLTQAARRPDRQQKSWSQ
DAX1 inh-2 – DAX1 (NR0B1) inhibitors on StAR promoter, primary screen, cell-based, luminescence, SF-1 (NR5A1), full-length DAX-1; HEK293T StAR-luciferase reporter, SF-1/DAX-1 repression relief; inhibition, % at 6.8 µM; 1.1% of 370,000 active; AID 652010, 2013;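 active = inhibition above the mean over all tested compounds plus 3 SD, cut at about 3.6% in these data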;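 note: 0% = DAX-1 cells with DMSO and 100% = cells lacking DAX-1 with DMSO; higher inhibition means more luminescence from relief of DAX-1 repression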
hgDAF12 agonist – H. glycines DAF-12 receptor agonists, primary screen, cell-based, luminescence, HEK293, GAL4 fusion, UAS-luciferase; Nuclear hormone receptor DAF-12 (Heterodera glycines), GAL4 fusion; HEK293 GAL4-hgDAF12 UAS-luciferase reporter, agonist luminescence; normalized to butyrate control; activation, % at 6.8 µM; 1.8% of 370,000 active; AID 687014, 2013;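 active = activation above a cutoff set at the mean of all screened compounds plus 3 SD, cut at about 10% in these data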;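 note: 0% = DMSO wells and 100% = sodium butyrate wells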
ssDAF-12 act – S. stercoralis DAF-12 nuclear receptor activators, primary screen, cell-based, luminescence, HEK293, GRIP1 co-expression, lit1-tk-luc; Nuclear hormone receptor DAF-12 (Strongyloides stercoralis); HEK293 ssDAF-12/GRIP1 lit1-tk-luc reporter; % of 3 µM dafachronic acid response; activation, % at 6.8 µM; 1% of 370,000 active; AID 652126, 2013;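 active = activation above the mean over all tested compounds plus 3 SD, cut at about 0.9% in these data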;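 note: 0% = DMSO-only wells and 100% = 3 µM delta7-dafachronic acid wells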
Rev-erbA mod – modulators of Rev-erb alpha DNA binding, primary screen, biochemical, FITC-DNA, fluorescence polarization, uHTS | Nuclear receptor subfamily 1 group D member 1 (Homo sapiens), P20393 | Rev-erbα–FITC-DNA binding, 90 min | activity, % at 10 µM | 0.79% of 370,000 active | AID 1259318, 2017;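 active = activity above about 14%, limit read from the data; passing the limit was not always enough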;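 note: 0% = DMSO wells with 35 nM protein and 100% = DMSO wells with 750 nM protein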
GAA850 FXN act – FXN promoter activators, primary screen, cell-based, luciferase luminescence, HEK293 lucGAA850; 0.56% of 360,000 active; AID 540364, 2011; HEK293 lucGAA850 FXN promoter luciferase reporter, 24 h; percent of 10 µM SAHA response; activation, % at 6 µM;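 active = activation above the average of all compounds screened plus 3 SD, cutoff fixed separately per campaign, cut at about 7.5% in these data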;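 note: 0% = DMSO wells and 100% = 10 µM SAHA wells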
Active calls of the source: *; x = no result given.

SMILES	SMARCA2 act	DAX1 inh-1	PG9 binder	PLC-beta3 inh	hcDAF12 agonist	sPLA2-III inh	DAX1 inh-2	hgDAF12 agonist	ssDAF-12 act	Rev-erbA mod	GAA850 FXN act
Cn1c(=O)oc2cc(S(=O)(=O)NCc3ccccn3)ccc21	4.3	-0.1	-0.3	3.0	1.0	-1.4	0.2	-3.1	-0.7	2.4	-0.9
C/C(Cn1cnc([N+](=O)[O-])n1)=N\NC(=O)c1ccc(Br)cc1	-1.1	4.0	-1.3	-6.3	-2.0	-5.1	-0.2	1.0	-1.4	4.7	1.9
O=C(O)c1ccc2c(c1)C(=O)N(c1cccc(C(=O)/C=C/c3ccccc3)c1)C2=O	2.4	-0.1	0.8	-13.8	-1.1	9.2	0.8	3.2	-1.5	0.5	0.8
C=CCn1c(O)c(N=NC(=S)Nc2cccc(OC)c2)c2ccccc21	10.4*	-2.6	-2.0	2.4	-4.1	15.8	-2.2	-7.3	-2.2	-3.3	-1.1
CCNC(=O)c1ccc(CSc2ccc(Cl)cc2)cc1	0.2	-0.9	0.4	1.6	-0.4	0.1	0.2	0.0	-1.8	-5.6	1.2
CCOc1cc(/C=C2\N=C(SC(C)C(N)=O)N(c3ccc(OC(F)F)cc3)C2=O)ccc1O (stereo unspecified)	-2.0	-1.1	-3.1	-156.9	-4.1	-52.8	-1.9	-6.0	-1.6	19.0	-1.0
CC1CCCCC1NC(=O)CSc1nnnn1C (stereo unspecified)	1.4	-1.0	1.5	-4.2	-1.0	4.6	-0.2	-2.2	-1.2	-2.2	1.7
Cc1ccc(NC(=S)NC(=O)/C=C/c2ccco2)c(O)c1	1.6	-0.4	0.3	-19.9	2.9	4.1	-0.4	2.5	-0.6	-1.2	1.0
Cc1cccc(C)c1NC(=O)C1(C)CCC(=O)N1c1cc(C(C)(C)C)nn1C (stereo unspecified)	-1.5	x	-1.3	1.4	0.9	-0.2	1.3	0.8	-0.5	-8.6	x
CC(C)S(=O)(=O)CC(=O)c1ccc(Cl)cc1	0.3	1.1	-3.8	4.9	-1.7	-3.2	-0.6	-1.8	-0.9	0.8	0.1
CC1CCN(CC(=O)N2c3ccccc3CCc3ccccc32)CC1	-2.7	-0.1	-2.0	2.1	-1.3	-3.3	-0.2	0.1	-1.2	0.0	0.7
Cc1c(C(=O)NCc2ccc3c(c2)cc(C)n3C)cccc1[N+](=O)[O-]	0.2	0.2	0.0	-14.8	-1.0	-4.4	-1.7	-3.0	-1.5	-2.5	-0.5
O=S(=O)(c1ccccc1)N1N=C(c2ccccc2)CC1c1ccccc1 (stereo unspecified)	-4.3	2.3	-1.7	1.3	-0.9	-2.0	-1.2	0.1	-1.7	-3.9	0.4
CCOC(=O)N1CCC(N(CCN(C)C)C(=S)Nc2cc(C)cc(C)c2)CC1	-3.8	-0.8	-0.6	0.7	-2.6	9.2	-0.3	-0.1	-0.5	-1.3	3.1
COc1ccc(-c2cc(C)no2)cc1S(=O)(=O)N(C)c1cccc(C)c1	-6.1	0.8	0.7	-7.3	-3.1	-1.3	1.2	-0.6	-1.1	2.7	1.5
CCc1ccc(-c2cc(C(=O)NN3CCOCC3)c3ccccc3n2)cc1	1.6	-1.2	-0.8	-8.2	0.6	3.0	0.8	0.0	-0.3	-4.4	0.2
CC(=O)Nc1ccc2c(c1)ncn2C	5.5	3.0	0.1	0.5	-1.4	2.3	0.1	0.5	-0.6	1.9	-1.7
O=C(CSc1ccc(-c2cccnc2)nn1)Nc1ccccc1	-1.6	-0.1	-0.3	-3.2	1.8	0.6	-0.7	0.3	-0.9	-1.4	0.4
COc1cccc(C2NC(=O)c3ccccc3O2)c1OCc1ccccc1F (stereo unspecified)	0.2	-1.9	-1.1	-25.4	-1.8	0.8	0.9	-2.1	-1.6	-1.8	0.2
c1ccc(-c2csc(-n3cccn3)n2)cc1	0.9	-0.4	-3.8	-5.3	0.3	-1.0	0.6	-2.5	-1.0	1.2	-0.7
O=C(Oc1ccnc2cc(Cl)ccc12)N1CCCCCC1	-1.3	-1.6	0.7	0.4	-2.0	-5.8	-0.9	-4.5	-1.8	-0.1	-2.2
Cc1cc(OCc2cc(C(=O)N3CCCCCC3)no2)cc(C)c1Cl	3.4	1.4	1.3	-8.8	3.6	-11.0	5.5*	7.7	0.5	-0.4	3.2
COc1ccc(NC(=O)CCCCC(=O)Nc2ccc(OC)cc2OC)c(OC)c1	-1.6	0.9	-1.3	-5.4	0.2	2.2	0.6	1.4	-1.5	-10.5	0.3
CC(=O)Nc1ccc(S(=O)(=O)NCCC(=O)OCC(=O)NCc2ccccc2)cc1	2.4	0.0	-0.9	-2.2	-2.4	-6.5	0.7	0.5	-1.2	2.4	0.9
O=[N+]([O-])c1cccc(S(=O)(=O)Nc2ccc(S(=O)(=O)NCC3CCCO3)cc2)c1 (stereo unspecified)	-0.8	-0.1	3.1	-15.1	-0.3	-22.2	-0.8	2.3	-0.9	-5.0	0.2
CC1CCN(C(=S)NC(=O)c2ccccc2)CC1	1.4	-1.0	-1.9	3.4	-1.7	12.7	-0.6	1.7	-1.2	-0.3	0.4
Cc1ccc2cccc(Oc3ccc([N+](=O)[O-])cc3[N+](=O)[O-])c2n1	-0.8	2.9	0.0	1.0	3.1	8.5	0.5	-2.9	-1.6	-3.5	1.5
Cc1ccc2nc(NC(=O)c3ccc4ncsc4c3)sc2c1	-2.1	0.3	0.6	-113.5	3.9	0.0	6.2*	15.3*	0.1	34.2*	3.1
C=CCN(C(=O)c1csnn1)C(C(=O)NC1CCCC1)c1ccccc1F (stereo unspecified)	-0.6	0.3	-1.8	-0.8	-0.4	1.9	0.2	0.0	-0.5	-3.6	1.5
CSc1cccc(NC(=O)C(=O)NCc2ccccc2)c1	0.9	x	-1.5	-1.1	-0.6	-3.4	0.1	-1.2	-0.8	-2.6	1.0
CC(NC(=O)c1c(N)[nH]c(C(=O)c2ccc(Cl)cc2)c1-c1ccc(Br)cc1)c1cccc2ccccc12 (stereo unspecified)	-2.3	x	-0.1	-4.0	0.1	-7.2	0.1	-1.2	-1.2	-8.2	x
O=C(Nc1ccc([N+](=O)[O-])cc1)C(=O)Nc1cccc(C(=O)O)c1	0.0	-7.0	1.5	-5.9	11.4*	15.8	5.4*	13.2*	2.7*	-6.0	-0.1
O=C(NC1CCNCC1)C1CCCCC1	2.5	0.1	-0.2	-2.2	0.1	4.3	0.8	-0.9	-1.1	0.8	3.6
COc1ccc(CCN(C)Cc2ccc(C(=O)Nc3ccccc3)cc2)cc1OC	-2.5	-1.8	1.3	-3.3	-3.2	-5.5	-5.3	-6.9	-1.8	-0.7	1.4
CCc1c(C)nc(SCCOc2ccc(OC(C)C)cc2)[nH]c1=O	-1.1	-1.1	-2.7	3.0	1.0	-4.9	0.9	1.3	-1.3	4.7	-0.2
Cc1ccc(NC(=O)c2ccc(Cl)nc2)cc1S(=O)(=O)N1CCOCC1	0.3	-2.0	-0.5	0.2	-0.4	-5.8	-2.3	3.1	-1.5	6.8	-5.2
Cc1ccc(C(=O)NCCN2CCC(n3c(=O)[nH]c4ccccc43)CC2)cc1C	-5.7	x	3.8	5.8	-1.7	0.8	1.4	-3.2	-1.2	0.8	x
COc1ccccc1N(Cc1ccccc1)S(=O)(=O)c1cccc(C(=O)NCC2CCCO2)c1 (stereo unspecified)	2.4	-0.4	0.2	-9.1	-1.0	-1.9	-2.5	-1.1	-1.6	2.8	-3.0
C/C(=N\NC(=O)c1cccc(N/N=C(\C)c2ccccc2)c1)c1ccccc1	4.4	-0.2	-1.3	-9.8	1.1	-0.8	0.8	8.3	-0.2	5.8	2.0
O=C(NC1CCCCCC1)c1nnc(Cc2ccc(Cl)cc2)o1	-2.7	1.7	1.5	1.4	-2.2	-7.8	-0.5	0.4	-0.5	-1.9	-0.7
COCCCNC(=O)c1cc(S(=O)(=O)N2CCOCC2)ccc1SCc1cccc(OC)c1OC	-3.1	0.8	0.0	-4.2	-1.0	6.2	-0.3	0.4	-1.4	-0.2	2.0
Cc1ccccc1C(=O)NNC(=O)c1cccn1C	-0.1	1.5	2.1	-6.1	3.3	6.7	4.0*	3.9	-0.1	2.0	4.5
COc1ccc(C(c2nnnn2C(C)(C)C)N2CCN(C)CC2)cc1OC (stereo unspecified)	-0.8	0.2	-0.1	0.5	-1.1	1.3	0.0	3.0	-1.2	-2.9	1.8
CCNCCNc1ccc(Cl)cc1[N+](=O)[O-]	0.8	1.7	-2.0	0.7	1.1	-0.8	1.1	2.0	-0.6	12.6	-0.3
O=C(NCCc1ccccc1)C1Cc2c(-c3ccccc3Oc3ccccc3)ccnc2O1 (stereo unspecified)	-0.5	x	2.1	-2.2	-2.4	-8.0	0.0	-3.1	-1.7	-4.9	-3.1
CC(=O)c1c(C)[nH]c(C(=O)NNC(=O)COc2cc(C)cc(C)c2)c1C	-0.2	-1.0	1.7	-3.1	-0.6	6.1	-0.1	-1.3	-0.1	0.0	-1.8

An excerpt from above in order of their number in DAX1 inh-1, low to high.
mol	SMARCA2 act	DAX1 inh-1	PG9 binder	PLC-beta3 inh	hcDAF12 agonist	sPLA2-III inh	DAX1 inh-2	ssDAF-12 act	Rev-erbA mod	GAA850 FXN act
CCc1ccc(-c2cc(C(=O)NN3CCOCC3)c3ccccc3n2)cc1	1.6	-1.2	-0.8	-8.2	0.6	3.0	0.8	-0.3	-4.4	0.2
Cc1ccc(NC(=S)NC(=O)/C=C/c2ccco2)c(O)c1	1.6	-0.4	0.3	-19.9	2.9	4.1	-0.4	-0.6	-1.2	1.0
Cc1cc(OCc2cc(C(=O)N3CCCCCC3)no2)cc(C)c1Cl	3.4	1.4	1.3	-8.8	3.6	-11.0	5.5*	0.5	-0.4	3.2

As entered above:
CCNCCNc1ccc(Cl)cc1[N+](=O)[O-] @ SMARCA2 act: 0.8
COCCCNC(=O)c1cc(S(=O)(=O)N2CCOCC2)ccc1SCc1cccc(OC)c1OC @ Rev-erbA mod: -0.2
COc1ccc(C(c2nnnn2C(C)(C)C)N2CCN(C)CC2)cc1OC (stereo unspecified) @ DAX1 inh-1: 0.2
O=C(NCCc1ccccc1)C1Cc2c(-c3ccccc3Oc3ccccc3)ccnc2O1 (stereo unspecified) @ hcDAF12 agonist: -2.4
